# GPR55 LPI antagonism: GPR55 antagonists blocking LPI-driven arrestin recruitment, primary screen, imaging, U2OS, beta-arrestin-GFP, LPI agonist (AID 2013) | G-protein coupled receptor 55 (Homo sapiens) | U2OS GPR55 beta-arrestin-GFP translocation imaging, LPI antagonism; higher % means a stronger effect | one-dose inhibition, % at 10 µM; IC50 in µM for titrated hits | actives 0.13% (n = 290,000);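 active = spots per cell inhibited over 60%, with over 100 cells counted and total cytoplasm intensity under 500,000; inconclusive = wells with under 100 cells, flagged as likely toxic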;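 also: U2OS cells stably carrying GPR55 and arrestin-GFP stimulated by 5 µM LPI near EC80; imaged beta-arrestin-GFP aggregate spots per cell after agonist stimulation; plate controls were LPI-stimulated DMSO wells for no effect and DMSO wells without LPI for full effect; some results filed as inactive read as strong as hits; confirmed hits need IC50 under 10 µM and bright autofluorescent wells are also inconclusive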
# West Nile antiviral: West Nile virus antiviral activity, cell-based, CPE readout (AID 1621); West Nile virus-infected cells, CPE inhibition; higher % means a stronger effect; CPE inhibition, % at 10 µM, or IC50 in µM where a hit was titrated; actives 0.02% (n = 290,000); in the data active = a potency from the dose series; inconclusive = CPE inhibition mostly from about 3.7% at the one dose, without a potency; inactive = the rest, 99 in 100 with CPE inhibition below about 2.2%; also: strong numbers were not always called active
# NTR1 agonist: agonists of NTR1, primary screen, imaging, U2OS cells, beta-arrestin-GFP, high content (AID 493036); Neurotensin receptor type 1 (Homo sapiens), P30989; NTR1-U2OS beta-arrestin-GFP spot imaging, agonist mode; activation, % at 20 µM; actives 0.17% (n = 330,000);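 active = activation at or above 40% of the spot to cytoplasm intensity ratio, with at least 20 cells analyzed; inconclusive = wells under 20 cells, flagged as cytotoxic or low count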;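 also: 0% = DMSO without peptide and 100% = 100 nM NTR1 peptide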
# Target sequence (P30989 whole entry, looked up): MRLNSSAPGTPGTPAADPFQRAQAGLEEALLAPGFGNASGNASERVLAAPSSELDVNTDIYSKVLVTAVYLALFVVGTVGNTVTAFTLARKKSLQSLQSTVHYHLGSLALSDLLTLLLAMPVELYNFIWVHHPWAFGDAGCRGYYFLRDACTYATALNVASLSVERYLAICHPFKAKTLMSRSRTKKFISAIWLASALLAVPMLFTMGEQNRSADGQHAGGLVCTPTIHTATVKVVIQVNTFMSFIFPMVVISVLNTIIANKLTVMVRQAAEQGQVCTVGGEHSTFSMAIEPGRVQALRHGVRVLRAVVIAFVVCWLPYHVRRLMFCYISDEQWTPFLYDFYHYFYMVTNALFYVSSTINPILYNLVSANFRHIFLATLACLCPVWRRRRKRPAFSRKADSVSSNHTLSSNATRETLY
# GPR55 activation: GPR55 agonists via beta-arrestin recruitment, primary screen, imaging, U2OS cells, beta-arrestin-GFP redistribution (AID 1961). G-protein coupled receptor 55 (Homo sapiens). activation, % at 10 µM; hits with a dose series show EC50 in µM. actives 0.048% (n = 290,000). U2OS GPR55 beta-arrestin-GFP redistribution imaging; higher % means a stronger effect;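 active = activation above 40% with more than 50 cells counted in the well; inconclusive = wells holding fewer than 50 cells, flagged as toxic or sparse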;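 also: U2OS osteosarcoma cells stably expressing GPR55 and beta-arrestin-GFP; plate controls were DMSO negative control for no effect and LPI positive control for full effect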
# GPR35 antagonists: GPR35 antagonists blocking zaprinast-driven arrestin recruitment, primary screen, imaging, U2OS, beta-arrestin-GFP, zaprinast agonist (AID 2058) | G-protein coupled receptor 35 (Homo sapiens) | U2OS GPR35 beta-arrestin-GFP translocation imaging, zaprinast antagonism; higher % means a stronger effect | one-dose inhibition, % at 10 µM; IC50 in µM for titrated hits | actives 0.052% (n = 290,000);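 active = inhibition of at least 50% with at least 30 cells and total cytoplasm GFP at most 10,000,000; inconclusive = under 30 cells or total GFP of 10,000,000 plus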
# T cell HTS: modulators of CD8 T cell-vesicle binding, primary screen, mouse 2C CD8+ T cells, flow cytometry; 2C CD8+ T cell-vesicle binding; active compounds read low; calls only at 7 µM; actives 0.068% (n = 330,000); AID 2052, 2009;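 active = response, share of CD8 T cells binding vesicles, and their 90th percentile fluorescence all below set limits, cut at about 80% in these data, passing the limit was not always enough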
#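 Assay system: 2C TCR transgenic mouse naive CD8+ T cells, MACS-purified | Read-out: CD8+ gate FL2 mean fluorescence as % of same-row positive control | Signal: High-throughput flow cytometry with anti-B7-1 and anti-CD8 staining | Timing: Binding step 1.5 h, 37 °C, antibody labelling 20 min, ice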
# PhoP inhibition: inhibitors of PhoP regulon expression, primary screen, Salmonella Typhimurium, GFP reporter (AID 1863); S. Typhimurium PhoP-regulated promoter GFP reporter, 4 h; higher % means a stronger effect; one-dose inhibition, % at 50 µM; IC50 in µM for titrated hits; actives 0.16% (n = 300,000);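 active = inhibition over 29.93%, a cutoff 3 SD above the screen mean, later confirmed by dose response; inconclusive = inhibition over 29.93% but no dose response follow-up; inactive = inhibition at most 29.93% or unconfirmed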;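 also: 0% = low Mg2+ inducing control and 100% = high Mg2+ repressing control; strong numbers were not always called active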
# KOR beta-arrestin-1: KOR agonists, beta-arrestin recruitment, primary screen, cell-based, luminescence, uHTS (AID 1777) | KOR beta-arrestin recruitment, luminescence; higher % means a stronger effect | one-dose activation, % at 10 µM; EC50 in µM for titrated hits | actives 0.02% (n = 280,000); in the data active = activation above about 50%, passing the limit was not always enough; also: a part of the inactive calls stands beside numbers as strong as those of hits
# KOR beta-arrestin-2: KOR antagonists, beta-arrestin recruitment, cell-based, luminescence, uHTS (AID 1778); Kappa-type opioid receptor (Homo sapiens); KOR beta-arrestin recruitment, luminescence, antagonist mode; higher % means a stronger effect; one-dose inhibition, % at 10 µM; IC50 in µM for titrated hits; actives 0.091% (n = 290,000); in the data active = inhibition above about 50%; also: strong numbers were not always called active
# T cell HTS vesicle-bound %: recorded beside T cell HTS, whose call it bears; double positive events, %; measured here: CD8+ vesicle-bound cell fraction;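 binding gate set so that unloaded-vesicle control wells show 10% double positive cells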
# NTR1 agonist cell count 20 µM: further read-out of NTR1 agonist, marked with its call; cell count; measured here: cell count, cytotoxicity flag
# Active calls of the source: *; i = inactive; ? = inconclusive; / = not tested or not shown; [ ] = dose if it differs, or a comment. Random draw from the library, and some 0.62% of all compounds hit somewhere here.
canonical_smiles	GPR55 LPI antagonism	West Nile antiviral	NTR1 agonist	NTR1 agonist cell count 20 µM	GPR55 activation	GPR35 antagonists	T cell HTS	T cell HTS vesicle-bound %	PhoP inhibition	KOR beta-arrestin-1	KOR beta-arrestin-2
COc1ccc(NC(=O)CCNS(=O)(=O)c2cccc3nsnc23)cc1OC	2%	0.6%	-0.1	70	-0.1%	-6%	i	6	-1%	0.9%	0%
CC1=Nc2ccccc2N=C(N)C1c1ccccc1 (stereo unspecified)	6%	-0.3%	-1.0	87	-0.1%	-1%	i	55	-11%	-7.8%	14%[20 µM]
COc1ccc(CCNC(=O)CCN2C(=O)c3cccc4cccc(c34)C2=O)cc1OC	11%	0.2%	0.4	93	-0.1%	3%	i	64	0%	-3.3%	-29%
CCOCCCNC(=O)C1CCC(CNS(=O)(=O)c2ccc(F)cc2)CC1 (stereo unspecified)	4%	0.2%	1.1	51	0.2%	14%	i	2	-6%	0.5%	0%
CCn1cc(C(=O)N[C@@H](CCSC)C(=O)NCCOC)c(=O)c2cc3c(cc21)OCO3	9%	0.4%	-1.4	88	0.0%	-4%	i	54	-3%	-3.4%	6%
CCOC(=O)c1cnc2c(Cl)cc(Cl)cc2c1NCCCN1CCOCC1	6%	-1.0%	0.7	57	0.3%	4%	i	6	0%	0.2%	-55%[20 µM]
O=C(O)C1CCCCC1C(=O)NCCC(c1ccccc1)c1ccccc1 (stereo unspecified)	11%	-0.2%	13	90	-0.1%	22%	i	56	-3%	-1.3%	-2%
CCC(Oc1nc2ccccc2nc1-c1ccccc1NC(C)=O)C(=O)c1ccccc1 (stereo unspecified)	9%	-0.6%	3.2	50	-0.1%	-6%	i	31	-9%	0.6%	13%
O=C(NCc1ccco1)Nc1ccc(Br)cc1	/	-0.1%	-1.3	72	-0.2%	4%	i	53	10%	1.9%	24%
Cc1ccc(C2=Nc3ccccc3N=C(c3ccco3)C2)c(O)c1	7%	0.1%	10	45	-0.1%	-10%	i	26	6%	3.5%	5%
COc1ccccc1N1CCN(C(=O)CCC(=O)N2CCN(c3ccc(F)cc3)CC2)CC1	-17%	-1.0%	4.6	64	-0.3%	-6%	i	55	-10%	-1.3%	-46%[20 µM]
Cc1ccc(Cl)cc1N1CCN(S(=O)(=O)c2c(C)[nH]c(C)c2C(=O)N2CCCCC2)CC1	-11%	-0.3%	-0.4	69	-0.2%	11%	i	9	-5%	-5.0%	-35%
COC(=O)c1ccc(NC(=O)CCC(=O)c2ccc(F)cc2)cc1	10%	-0.5%	-0.2	95	0.0%	-1%	i	62	3%	-4.4%	2%
O=C(CSc1nc2ccccc2o1)Nc1cc(C(F)(F)F)ccc1N1CCOCC1	-19%	-0.8%	2.7	56	0.2%	3%	i	12	1%	2.9%	2%
O=C(NNc1ccc(F)cc1F)c1c(F)cccc1Cl	7%	0.2%	0.4	42	0.5%	-10%	i	40	-5%	-1.6%	21%
COCCNC(=O)CC(=O)N/N=C/c1ccc(C(=O)OC)cc1	-5%	0.2%	1.0	61	0.0%	8%	i	32	-2%	-3.3%	0%[20 µM]
N#Cc1cc2ccccc2nc1SCC(=O)NC1CC1	-12%	-0.6%	-0.9	51	-0.1%	-5%	i	30	15%	-1.0%	-16%
CCOc1ccc(N/C(SCc2cccc([N+](=O)[O-])c2)=C(/C#N)C(N)=O)cc1	-6%	1.8%	2.2	61	-0.2%	0%	i	66	0%	-0.3%	7%
CCOc1ccc(CNC(=S)NCc2ccc(OCC)cc2)cc1	-6%	-0.9%	-0.6	84	-0.3%	6%	i	58	4%	5.8%	-11%
CCCCOc1ccccc1NC(=O)c1ccc(=O)[nH]c1	2%	-0.2%	0.6	76	0.5%	2%	i	9	-7%	-3.9%	15%
Cc1ccc(O)c(NC(=O)CSc2n[nH]c(C)c2[N+](=O)[O-])c1	7%	-0.6%	3.7	55	0.1%	10%	i	34	3%	-0.5%	10%
CCOc1ccccc1CN1CCCC(C(=O)c2ccc(OC)c(OC)c2)C1 (stereo unspecified)	0%	-1.0%	0.3	53	1.2%	-1%	i	21	-4%	-7.5%	-1%[20 µM]
C/C(=N\NC(=O)c1ccn(C)n1)c1ccc(NC(=O)C2CCCC2)cc1	-1%	-0.3%	0.8	58	0.0%	-3%	i	46	-3%	-0.9%	22%
CCOc1ccc(-n2c(SCC(=O)Nc3ccc(OC)cc3)nc3sc4c(c3c2=O)CCN(C)C4)cc1	4%	0.0%	5.0	38	0.3%	4%	i	24	-14%	-0.4%	-42%
COc1ccc(NC(=O)CSc2ccc3nnc(CCNC(=O)c4ccccc4)n3n2)cc1OC	12%	-0.2%	0.7	63	-0.2%	4%	i	7	-3%	1.8%	-25%
C=CCn1c(SC(C)C(N)=O)nc2sc(CC)cc2c1=O (stereo unspecified)	3%	-0.6%	-0.4	36	-0.5%	-12%	i	36	-3%	-5.6%	-15%
COC(=O)C(Cc1ccccc1)NCC(=O)Nc1cccc(Cl)c1C (stereo unspecified)	6%	-0.6%	0.4	83	0.0%	3%	i	60	2%	-6.1%	-6%
Cc1ccc(C(C)C)cc1C(=O)CC1(O)C(=O)N(C)c2ccccc21 (stereo unspecified)	-2%	0.3%	-2.4	74	-0.2%	1%	i	32	37%	2.6%	13%
O=C(CCCOc1ccc(Cl)cc1)N1CCCCC1	4%	-1.0%	-0.3	49	-0.1%	-2%	i	31	0%	4.3%	-20%
Cc1ccc(N(CC(=O)NC2CCCC2)C(=O)CCC(=O)Nc2ccccn2)cc1C	-5%	-1.0%	0.7	41	-0.2%	3%	i	20	-1%	7.4%	-61%
Cc1cc(C)c(NC(=O)COC(=O)C2CCC2)c(Cl)c1	12%	-0.5%	-0.3	50	0.0%	0%	i	14	1%	-4.2%	14%
CCCCNC(=O)c1onc(CSc2ccccc2F)c1C(=O)O	7%	0.3%	-1.6	94	-0.2%	-8%	i	49	1%	-2.0%	-15%
Cc1ccnc(NS(=O)(=O)c2ccc(CC(C)C)cc2)c1	7%	0.0%	-0.1	34	0.2%	-8%	i	41	-2%	-4.8%	6%
O=C1c2ccccc2C(=O)N1CCn1c(=O)oc2ccccc21	1%	0.6%	1.0	50	-0.3%	9%	i	6	3%	-2.7%	15%
COc1ccc(N2CCN(S(=O)(=O)c3ccc4c(c3)NC(=O)CC(=O)N4)CC2)cc1	-32%	0.4%	-0.8	63	-0.2%	13%	i	6	2%	-2.0%	12%
O=C(OCCNc1nc(-c2ccccc2)nc2ccccc12)c1ccncc1	6%	-0.2%	-4.5	81	0.2%	-14%	i	45	3%	-4.9%	-30%[20 µM]
CN1C(=O)N(C)C2(c3ccccc3)NC(=O)NC12c1ccccc1 (stereo unspecified)	4%	0.2%	-0.2	54	-0.1%	-16%	i	57	-8%	7.0%	-39%
Cc1cc(=O)n2nc(N3CCCC(C(=O)NCc4ccccc4C)C3)sc2n1 (stereo unspecified)	4%	-0.4%	-1.8	62	-0.1%	4%	i	11	/	/	-13%[20 µM]
CCC(C)[C@H](NC(=O)[C@@H]1CSC2c3ccccc3C(=O)N21)C(=O)N1CCCCC1 (stereo partly specified)	11%	-0.3%	-0.1	57	-0.1%	-5%	i	21	-7%	3.2%	12%
COc1ccccc1C(=O)NC(=S)N1CCc2ccccc21	-10%	0.6%	-0.8	43	-0.2%	-16%	i	33	-1%	-5.9%	-19%
COc1ccc(/C=N/NC(=O)CCC(=O)Nc2ccccc2)cc1OC	-2%	0.0%	-1.7	94	-0.3%	0%	i	58	2%	-1.9%	27%
Cc1ccc(Cn2nnc3c(=O)[nH]c(C4CCN(S(=O)(=O)c5ccc(C)cc5)CC4)nc32)cc1	-8%	-0.7%	5.7	84	0.2%	16%	i	18	-8%	-3.6%	1%
O=C(CN1C(=O)CCS(=O)(=O)c2ccccc21)Nc1cccc(F)c1	-15%	-0.2%	-0.1	55	-0.2%	-4%	i	20	-8%	2.8%	-18%
Cc1ccc(C)c(OCc2cc(C(=O)N(C)Cc3nccn3C)no2)c1	2%	-1.4%	-0.9	64	0.0%	-2%	i	4	-4%	-4.1%	-14%
Cc1cc(C(=O)NCc2ccc3c(c2)OCO3)c(C)o1	6%	0.0%	0.7	38	-0.1%	13%	i	51	6%	-2.5%	21%
CCNc1nc(NC(C)C)nc(NS(=O)(=O)c2ccc(C)cc2)n1	2%	-0.5%	2.8	65	-0.1%	7%	i	57	8%	2.2%	-29%[20 µM]
O=C(CNC(=O)c1ccccc1F)N/N=C/c1cccs1	-6%	0.0%	-0.6	97	-0.2%	-9%	i	24	4%	5.5%	-12%
O=C(CCl)N1c2ccccc2CCc2ccccc21	20%	-2.5%	0.3	47	-0.3%	8%	i	60	15%	2.9%	-25%
CCN(Cc1ccc2c(c1)OCO2)C(=O)/C=C/c1cccc(Br)c1	-4%	-1.0%	3.5	53	-0.1%	9%	i	16	-1%	-1.3%	-39%
COc1ccc(/C=C2\SC(=S)N(CC(=O)NC3C=CS(=O)(=O)C3)C2=O)cc1 (stereo unspecified)	-6%	?	0.2	73	0.2%	10%	i	25	9%	0.1%	-20%
CC(C)c1nn2c(=O)cc(O)nc2s1	6%	0.4%	-0.7	49	0.1%	-2%	i	0	4%	-5.8%	21%
COc1ccc(Br)cc1/C=N/NC(=O)Cn1nnnc1N	8%	-0.1%	0.9	47	-0.2%	1%	i	34	-8%	5.9%	-11%
COc1ccc(C(=O)N(C)CCCC2CCCC2)cc1OC1CCN(C(C)=O)CC1	15%	-0.3%	-0.3	65	-0.1%	-6%	i	27	3%	-0.9%	14%

# Assay outcomes: PubChem, several laboratories
